Screens (PubChem)
HCV inhibitor: HCV inhibition | Huh7.5.1 HCVcc-Cre infection, luciferase reporter, 44 h | Potency, µM (top dose mostly 41.8 µM), for the others: at the highest dose activity change, negative = inhibition, usual class: inhibitors | 340,000 tested, 3.4% active | AID 651820; also: potency is read from the fitted curve at half-maximal effect
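Infectious HCVcc-Cre (~0.5 moi) was added to cells just after compound, with cells seeded 4 h earlier at 1,000 per well. Luciferase activity after 44 h culture reported infection; substrate was incubated 15 min at room temperature before reading.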
HCMV inh: human cytomegalovirus inhibition. HFF cells, HCMV-luciferase reporter, 72 h; stronger effect = lower value. activity change, negative = inhibition, % at 57.5 µM. 410,000 tested, 4.5% active. AID 1259415; in the data active = activity change below about -60%; inconclusive = no clear call, values can overlap the other calls; inactive = above about -39%
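HFF cells seeded 16 h at 37C, treated with compounds, infected with luciferase-reporter HCMV at MOI 1 PFU/cell; luciferase read at 72 h post infection, normalized to buffer-only and Salinomycin controls.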
Sm TGR block: inhibitors of Schistosoma mansoni thioredoxin glutathione reductase | Q962Y6 | purified TGR, DTNB reduction, TNB absorbance 405 nm | Potency, µM (top dose mostly 114 µM), for the others: at the highest dose activity change, negative = inhibition, actives largely listed as inhibitors | 360,000 tested, 3% active; also: potency is read from the fitted curve at half-maximal effect; nearly all actives have a fitted effect of over 60% in size
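Kinetic colorimetric format: TGR-catalysed, NADPH-driven DTNB reduction monitored via TNB absorbance. Enzyme dispensed at 20 nM; compound exposure 15 min at room temperature before reaction start.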
Giardia FBPA inh: inhibitors of Giardia lamblia fructose-1,6-bisphosphate aldolase | A8B2U2 | purified Giardia FBPA | Potency, µM (titrated, usually from 59.6 µM), inactives show top-dose activity, negative = inhibition, actives largely listed as inhibitors | 290,000 tested, 0.71% active | AID 2451; also: potency is read from the fitted curve at half-maximal effect; nearly all actives have a fitted effect of over 55% in size
Target sequence (A8B2U2 whole entry, looked up): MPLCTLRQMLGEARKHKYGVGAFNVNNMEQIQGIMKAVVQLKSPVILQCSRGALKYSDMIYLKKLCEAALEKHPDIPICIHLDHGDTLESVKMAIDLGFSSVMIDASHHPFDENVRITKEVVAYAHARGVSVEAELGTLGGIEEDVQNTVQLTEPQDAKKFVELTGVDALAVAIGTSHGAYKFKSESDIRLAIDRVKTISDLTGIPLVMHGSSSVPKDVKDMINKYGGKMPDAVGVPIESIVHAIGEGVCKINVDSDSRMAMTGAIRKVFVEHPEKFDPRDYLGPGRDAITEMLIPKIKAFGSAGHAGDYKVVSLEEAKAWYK
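Giardia FBPA (40 nM reagent) was preincubated 10 min at RT with compound (up to 57.5 uM final), then substrate plus GAPDH/TPI/NAD/arsenate coupling system with diaphorase/resazurin was added; resorufin fluorescence (525/598 nm) was read after 20 min.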
AMA1 RON2 block: inhibitors of Plasmodium falciparum AMA1-RON2 interaction | AlphaScreen AMA1-biotinylated RON2 peptide binding | Potency, µM (doses to about 58.2 µM), for the others: at the top dose activity change, negative = inhibition, most hits filed as inhibitors | 360,000 tested, 0.2% active | AID 720542;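 also: potency is read from the fitted curve at half-maximal effect; 0% = vehicle wells and -100% = peptide control; nearly all actives have a fitted effect of over 45% in size; some results filed as inactive show a strong effect at the top dose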
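AMA1 (3D7) with his tag at 25 nM final met compounds first, then biotinylated RON2 peptide at 25 nM; detection used donor plus acceptor beads, 10 µg/mL apiece, read by AlphaScreen after 30 min at room temperature.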
AmpC detergent: AmpC beta-lactamase inhibition with detergent present; P00811; AmpC hydrolysis of nitrocefin, absorbance 480 nm, 0.01% Triton; Potency, µM (highest dose often 114 µM), inactives show at the highest dose activity change, negative = inhibition, hits mostly inhibitors; 370,000 tested, 0.041% active; AID 485294;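 also: potency is read from the fitted curve at half-maximal effect; 0% = no-compound wells and -100% = no-enzyme wells; nearly all actives have a fitted effect of over 25% in size; some results filed as inactive show a strong effect at the top dose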
Target sequence (P00811 whole entry, looked up): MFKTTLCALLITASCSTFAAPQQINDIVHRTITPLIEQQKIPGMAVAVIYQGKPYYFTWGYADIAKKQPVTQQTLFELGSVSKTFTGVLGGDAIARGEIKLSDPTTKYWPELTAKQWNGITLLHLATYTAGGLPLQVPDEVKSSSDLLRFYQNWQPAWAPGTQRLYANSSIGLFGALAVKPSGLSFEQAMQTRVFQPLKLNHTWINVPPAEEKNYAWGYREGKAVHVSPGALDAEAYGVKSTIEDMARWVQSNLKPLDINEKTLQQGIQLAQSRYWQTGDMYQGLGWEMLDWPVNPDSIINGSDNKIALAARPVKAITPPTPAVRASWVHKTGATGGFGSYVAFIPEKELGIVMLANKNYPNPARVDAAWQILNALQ
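20 mM phosphate pH 7.0 + 0.01% (detergent screen) or 0.0001% Triton X-100; 5.3 nM AmpC reagent; cpd preinc 15 min RT; nitrocefin (800 uM stock) to start; A480 q20 s × 4 min; Activity was normalised to no-enzyme and no-compound control wells.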
Starred values were filed as active, the others as inactive; ? = inconclusive; . = no result given; [ ] = another dose, or the depositor's remark. Unless noted, calls follow the shape of the dose curve; as a rule, active = well fitted curve in the direction sought with a large enough effect; inconclusive = small, poorly fitted or top-dose-only effect, or another doubt; inactive = no such curve, though single readings can be large; an effect the other way counts as inactive or inconclusive. Unless noted, % is scaled to controls: 0 for no effect and ±100 for the full control effect. Compounds were not picked by outcome; any-hit rate near 9.3%.

structure	HCV inhibitor	HCMV inh	Sm TGR block	Giardia FBPA inh	AMA1 RON2 block	AmpC detergent
COc1ccc(/C=C/c2c([N+](=O)[O-])c(=O)n(C)c(=O)n2C)c(OC)c1	11µM*	0	1%	-2%	0%	3%
CCOC(=O)CN1C(=O)CC(c2ccc([N+](=O)[O-])cc2)C1=O (stereo unspecified)	2%	39	-1%	-11%	-11%	?
COc1ccc(F)cc1S(=O)(=O)Nc1cccc(-c2ccc(N3CCCCCC3)nn2)c1	.	-2	7%	.	.	14%
O=S(=O)(NCC1CCN(S(=O)(=O)c2ccccc2)CC1)c1ccccc1	-2%	22	-9%	7%	-7%	-10%
NS(=O)(=O)c1ccc(CNC(=S)NCc2ccc(Cl)cc2)cc1	-5%	-40	-6%	1%	-5%[11.6 µM]	6%
CC(=O)N1CCN(C(=O)c2oc3ccccc3c2C)CC1	15%	62	1%	.	-15%	-3%
C/C(=N\Nc1cc(-c2ccccc2)nc(-c2ccccc2)n1)c1ccc(O)c(C)c1	3.5µM*	-64*	10%	-1%	-19%	6%
O=c1cc2c(n[nH]1)CCCC2	4%	-27	0%	7%	-21%	-9%
O=C(c1ccccc1F)N1CCN(c2ccc([N+](=O)[O-])c(N3CCOCC3)c2)CC1	-14%	-27	0%[57.1 µM]	4%	7%	4%
COc1ccc(NS(=O)(=O)c2c(C)[nH]c(=O)[nH]c2=O)c(OC)c1	21%	64	11%	-1%	12%	-16%
O=C(CSc1ncc2c(n1)-c1cc(Cl)ccc1N(Cc1ccccc1F)S2(=O)=O)Nc1cccc(C(F)(F)F)c1	.	-12	6%	.	.	6%
COC(=O)C1=C(C)N(CCCC(=O)O)C(=O)NC1c1cccc(OC)c1 (stereo unspecified)	23%	-8	.	.	-3%	.
CCCc1nnc(SCC(=O)NC2CC2)n1C	7%	-20	-4%	-3%	9%	-4%
COc1cc(NC(=O)c2nc3nc(C)cc(C(F)F)n3n2)c(OC)cc1Cl	.	0	1%	.	.	23%
CCOC(=O)C(C)Oc1ncnc2cccc(F)c12 (stereo unspecified)	9%	14	-3%	1%	-1%	0%
CCc1ccc(C2CC(c3cccc(OC)c3)n3nc(N)nc3N2)cc1 (stereo unspecified)	5%	1	-2%	-1%	-3%	?
Cc1ccccc1CN1C(=O)/C(=C\c2ccc(C(=O)NCCN3CCOCC3)cc2)Sc2ccccc21	?	-27	-2%	2%	-15%	1%
Cc1ccc(OCn2c(=O)sc3ccccc32)cc1	6%	84	-5%	6%	39%[activator]	-2%
COc1ccc(C)cc1NC(=O)CSc1nc(=O)n(Cc2ccncc2)c2c1CCC2	.	-103*	-3%	.	.	1%
CCc1ccc(OC)c(S(=O)(=O)Nc2ccccc2C)c1	?	5	2%	-11%	0%	-2%
Cc1onc(-c2c(Cl)cccc2Cl)c1COC(=O)c1ccc(Cl)cc1	?	-12	3%	-5%	8%	-14%
CCOc1cc(/C=C\[N+](=O)[O-])ccc1OCC(=O)N1CCOCC1	?	-92*	10µM*	-1%	1%	3%
Cc1ccc(NC(=O)CNC(=O)Cn2c(C)cc3ccccc3c2=O)cc1F	.	13	4%	.	.	11%
C(=N\Nc1nccc(-c2cccnc2)n1)/c1ccccc1	13%	-1	3%	0%	91%[activator]	1%
COc1ccc(N2CCN(S(=O)(=O)CCNC(=O)C34CC5CC(CC(C5)C3)C4)CC2)cc1	?	-36	-16%	-13%	-21%	-6%
NC(=O)C1CCN(CCC(=O)Nc2ccc3c(c2)CCC3)CC1	-1%	-4	-17%	-10%	-15%	6%
COc1cccc(NC(=O)Cc2ccccc2)c1	-30%	-2	-11%	1%	2%	?
Cc1ccc(C(=O)NC(C(=O)OCc2cn3cc(Cl)ccc3n2)C(C)C)cc1 (stereo unspecified)	-26%	?	-3%	.	-3%	4%
NS(=O)(=O)c1cccc(NC(=O)CCc2ccc(S(=O)(=O)N3CCOCC3)cc2)c1	6%	-24	5%	.	-16%	-19%
CC(C)c1nc2oc3c(NCCO)ncnc3c2c2c1COC(C)(C)C2	8%	40	1%	-3%	-9%	-11%
Cc1ccc2c(CC(=O)OCC(=O)Nc3ccc(Cl)cn3)coc2c1	11%	-13	-17%	-7%	-16%	?
O=C(NCc1ccco1)C(Cc1ccccc1)N1C(=O)C2C3C=CC(C3)C2C1=O (stereo unspecified)	5%	55	22µM*	3%	8%	4%
O=C(CSc1nc2[nH]ncc2c(=O)[nH]1)Nc1nccs1	.	-25	0%	-7%	.	6%
COc1ccc(OC)c(S(=O)(=O)n2ccc(C)n2)c1	7%	-8	-2%	-8%	-2%	?
Cc1cccc(N(C(=O)Cc2cccs2)C(C(=O)NCc2ccco2)c2ccncc2)c1 (stereo unspecified)	11%	-6	7%	3%	5%	-9%
COc1ccc(/C=C/C(=O)Oc2cc(C)[nH]c(=O)c2[N+](=O)[O-])cc1OC	3%	13	-12%	-3%	50%[activator]	-1%
CC/C(=N\NC(=O)Nc1ccccc1)c1ccccc1	10%	3	-3%	3%	0%	-3%
COc1ccc(C(C(=O)NC2CCCC2)N(CC2CCCO2)C(=O)Cc2cccs2)cc1OC (stereo unspecified)	-1%	-20	2%	0%	18%	0%
CN1CCN(c2ccc([N+](=O)[O-])cc2C(=O)Nc2ccccc2)CC1	-19%	-37	-10%	4%	-27%	-2%
C=CCn1c(SCC#N)nc2ccccc2c1=O	?	-9	-6%	10%	3%	-13%
O=C(Nc1cccc(F)c1)c1ccc(S(=O)(=O)N2CCCC2)cc1	-12%	-10	-4%	-1%	0%	?
COC(=O)c1ccc(C(=O)N2CCCC(Nc3ccc(C(C)C)cc3)C2)cc1 (stereo unspecified)	-13%	0	-18%	-5%	-3%	-9%
O=C(CCCCl)OCc1cn(-c2ccc(Cl)cc2)nn1	4%	4	-2%	3%	12%	-12%
CCN1C[C@@H]2[C@@H]3C(=O)N(C)C(=O)[C@@H]3[C@](CC)(C1=O)N2C(=O)c1ccccc1	6%	-7	.	.	-2%	.
Cc1nnc(SCC(=O)N(C)C2CCS(=O)(=O)C2)n1Cc1ccccc1 (stereo unspecified)	14%	-35	12%	-7%	-4%	-1%
COc1ccccc1NC(=O)CSc1nnnn1C1CCCC1	8%	-12	-9%	3%	11%	-8%
COc1ccc(S(=O)(=O)CC(=O)c2cc3cc(Br)ccc3oc2=O)cc1	-5%	-20	-35%	.	-9%	2%
CCc1cccc2c(C(=O)COC(=O)c3c(C)noc3C)c[nH]c12	?	0	5%	-1%	0%	-8%
CCOc1ccc2nc(N(CCN(CC)CC)C(=O)c3ccc([N+](=O)[O-])cc3)sc2c1	-28%	-27	0%	-1%	3%	1%
COc1ccccc1N1CCN(C(=O)c2cnc(N3CCCCC3)c3ccccc23)CC1	.	-37	-13%	.	.	-6%

Four of the compounds above, as labelled records:
CCc1cccc2c(C(=O)COC(=O)c3c(C)noc3C)c[nH]c12
  HCV inhibitor: ?
  HCMV inh: 0
  Sm TGR block: 5%
  Giardia FBPA inh: -1%
  AMA1 RON2 block: 0%
  AmpC detergent: -8%

O=C(CCCCl)OCc1cn(-c2ccc(Cl)cc2)nn1
  HCV inhibitor: 4%
  HCMV inh: 4
  Sm TGR block: -2%
  Giardia FBPA inh: 3%
  AMA1 RON2 block: 12%
  AmpC detergent: -12%

CCN1C[C@@H]2[C@@H]3C(=O)N(C)C(=O)[C@@H]3[C@](CC)(C1=O)N2C(=O)c1ccccc1
  HCV inhibitor: 6%
  HCMV inh: -7
  Sm TGR block: .
  Giardia FBPA inh: .
  AMA1 RON2 block: -2%
  AmpC detergent: .

CCOc1ccc2nc(N(CCN(CC)CC)C(=O)c3ccc([N+](=O)[O-])cc3)sc2c1
  HCV inhibitor: -28%
  HCMV inh: -27
  Sm TGR block: 0%
  Giardia FBPA inh: -1%
  AMA1 RON2 block: 3%
  AmpC detergent: 1%

Continued.
structure	HCV inhibitor	HCMV inh	Sm TGR block	Giardia FBPA inh	AMA1 RON2 block	AmpC detergent
CCC1CCC(C(=O)NC(C(=O)NCCN(CC(C)C)CC(C)C)C(C)C)CC1 (stereo unspecified)	.	9	1%	.	.	5%
COC(=O)c1ccc(NC(=O)c2cc3sccc3n2C)cc1	-5%	-25	20%	.	-16%	1%
COc1ccc(OCc2cc(C(=O)N3CCCCCC3)no2)c(Cl)c1	?	50	-5%	.	20%	-2%
CCc1ccc(CNC(=O)Cn2nc(C)c3nn(-c4ccc(Cl)cc4)c(C)c3c2=O)cc1	.	-15	4%	.	.	17%
COc1ccc2[nH]c(=O)c(CN(C(=O)c3ccco3)C(C)C)cc2c1	1%	-32	2%	-1%	11%	-10%
COc1ccc(C2C=C(c3ccc(Cl)cc3)Nc3nc(NC(C)=O)nn32)cc1 (stereo unspecified)	.	.	?	-15%	.	-12%
COc1ccc2[nH]c3c(c2c1)CCN1C(=O)C(CC(=O)NCCCn2ccnc2)C[C@H](C(=O)N2CCOCC2)[C@@]31CCC1CCCC1 (stereo partly specified)	14%	16	.	.	0%	.
CCOc1cccc(C(=O)Nc2ccccc2N2CCN(C(=O)C(C)C)CC2)c1	-29%	?	1%	7%	-4%	?
Cc1cc(NC(=O)CSc2nc(C(C)C)nc3sc4c(c23)CCC(C)C4)no1 (stereo unspecified)	-14%	-5	0%	-3%	48%[activator]	-4%
O=S(=O)(NCc1nc2cccnc2n1Cc1ccccc1Cl)c1ccc(F)c(Cl)c1	.	-21	-1%	.	.	-1%
Cc1ccc(-n2nc(C(=O)Nc3ccc(F)cc3Cl)c(=O)n(C)c2=O)cc1	.	11	3%	.	.	22%
COc1cc(CC(=O)Nc2nc(-c3ccccc3)c(C(C)=O)s2)cc(OC)c1OC	13µM*	-21	6%	4%	-2%	7%
COc1ccc(OC(=O)c2cccnc2)cc1	16%	-15	-1%	2%	4%	?
O=C(O)C1CCN(C(=O)c2ccco2)CC1	-4%	0	-9%	6%	15%	-1%
CCC(=O)Oc1ccc(C(=O)Nc2ccc3c(c2)C(=O)N(C2CCCCC2)C3=O)cc1	?	-39	-12%	-2%	1%	0%
CCN(Cc1ccccc1)C(=O)CN1C(=O)NC(CC)(c2ccc(F)cc2)C1=O (stereo unspecified)	1%	26	-9%	-1%	-5%	-14%
Cc1nc(-c2ccccc2)nc2[nH]c(-c3ccccc3)cc(=O)c12	?	39	-4%	-4%	-8%	-1%
CCCCCCC(=O)N/N=C1\CCCc2ccccc21	11%	-19	0%	0%	5%	-9%
Cn1c2c(c3ccccc31)CC/C2=N\O	?	32	-20%	0%	-2%	-3%
O=C(CCl)Nc1ccccc1Sc1ccccc1	14%	-11	?	-11%	-16%	-7%
O=C(Oc1c(CN2CCOCC2)cc(Cl)c2cccnc12)c1cccs1	?	-98*	?	?	-22%	-12%
CCS(=O)(=O)N1CCN(C2CCC(c3ccccc3)CC2)CC1 (stereo unspecified)	.	.	-17%	?	.	0%
COc1cccc(NC(=O)CC(=O)c2ccccc2)c1	?	73	6%	18%	-10%	5%
NC(Cc1ccccc1)c1nn[nH]n1 (stereo unspecified)	13%	?	.	.	48%[activator]	.
